Screening results (PubChem BioAssay)
SKKanGAS inh: SKKanGAS growth inhibition; AID 1662; inhibition, % at 7.5 µM; 1.3% of 300,000 active; S. pyogenes SKKanGAS, kanamycin growth, BacTiter-Glo, 6 h;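 active means mean replicate score, as percent of positive control median, at least 50; inconclusive means mean below 50 but one replicate at or above 50; inactive means mean and every replicate below 50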;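 further: strain carries kanamycin resistance gene driven by streptokinase promoter and grows in 40 µg/ml kanamycin; loss of luminescence reflects streptokinase promoter inhibition or plain growth inhibition; 0% = median of DMSO wells and 100% = positive control at its reference dose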
TRPC6 activator: mouse TRPC6 channel activation | Q61143 | HEK293-TRPC6 membrane potential dye fluorescence; hits give high values | B-score at 10 µM | 0.13% of 310,000 active;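 active means B-score of the integrated fluorescence ratio above library mean plus 3 SD, and starting fluorescence ratio within library mean plus 5 SD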;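 further: higher score means more depolarization so channel activation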
Target sequence (Q61143 whole entry, looked up): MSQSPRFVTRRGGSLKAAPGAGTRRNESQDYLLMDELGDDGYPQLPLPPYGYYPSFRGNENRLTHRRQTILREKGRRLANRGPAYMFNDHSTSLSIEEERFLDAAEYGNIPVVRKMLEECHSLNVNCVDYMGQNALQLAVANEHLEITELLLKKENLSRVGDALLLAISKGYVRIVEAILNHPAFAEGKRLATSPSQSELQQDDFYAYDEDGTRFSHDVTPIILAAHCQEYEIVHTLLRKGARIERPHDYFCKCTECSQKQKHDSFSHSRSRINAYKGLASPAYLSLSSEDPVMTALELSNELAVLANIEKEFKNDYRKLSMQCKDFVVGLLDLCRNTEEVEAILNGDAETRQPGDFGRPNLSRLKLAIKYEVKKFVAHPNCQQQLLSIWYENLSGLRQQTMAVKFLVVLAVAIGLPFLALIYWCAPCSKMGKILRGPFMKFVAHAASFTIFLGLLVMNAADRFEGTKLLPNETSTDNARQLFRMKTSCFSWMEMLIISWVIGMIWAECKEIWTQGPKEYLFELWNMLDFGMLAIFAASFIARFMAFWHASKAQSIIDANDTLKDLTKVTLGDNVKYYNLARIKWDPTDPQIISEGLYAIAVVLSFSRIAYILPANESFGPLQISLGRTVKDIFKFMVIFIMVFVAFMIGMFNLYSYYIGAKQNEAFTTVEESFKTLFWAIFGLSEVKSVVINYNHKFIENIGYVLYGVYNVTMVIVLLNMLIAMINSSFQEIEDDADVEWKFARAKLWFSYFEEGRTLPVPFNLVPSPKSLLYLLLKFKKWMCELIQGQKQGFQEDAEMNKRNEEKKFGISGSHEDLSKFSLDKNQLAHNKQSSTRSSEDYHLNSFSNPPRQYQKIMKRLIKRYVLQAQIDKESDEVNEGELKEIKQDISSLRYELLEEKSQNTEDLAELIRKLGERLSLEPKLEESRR
MrgX1 antag: blocks BAM8-22 activation of human MrgX1 receptor; Q96LB2; MRGX1-HEK293 calcium flux, Fluo-4, BAM8-22 antagonism; hits give low values; B-score at 10 µM; 1.3% of 310,000 active; AID 588676;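 active means calcium-response B-score plate-corrected more than 3 library SD below zero, starting fluorescence within 5 deviations, no agonist response on first addition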;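 further: peak minus trough fluorescence over baseline after final BAM8-22 challenge near maximal dose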
RGS4 act: RGS4 potentiation or activation | 0.92% of 310,000 active | AID 463111 | HEK293 M3R/inducible RGS4, carbachol calcium flux Fluo4; hits give low values | B-score at 10 µM;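 active means B-score of the integrated calcium signal more than 4 SD below the library mean, with starting fluorescence not abnormally high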;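 further: negative B-score means reduced calcium response which marks RGS4 activation or potentiation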
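Material: M3R-expressing HEK293 line, RGS4 induced by doxycycline | Schedule: Overnight RGS4 induction, 30 min dye load 37 °C, 20 min compound RT | Measured by: Fluo4 fluorescence kinetic imaging of calcium | Read-out: Integrated calcium ratio converted to B score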
MrgX1 PAM: allosterically activates human MrgX1 receptor signaling; Q96LB2; AID 588675; B-score at 10 µM; MrgX1-HEK293, Fluo-4 calcium flux, FDSS; hits give high values; 0.63% of 310,000 active;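 active means plate-corrected calcium response at least 3 library SD above typical, normal starting fluorescence, not activating the receptor alone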;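 further: compound read alongside a low EC10 to EC30 dose of BAM8-22 agonist; peak minus trough fluorescence over baseline measured at the second addition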
TRPC6 inh: mouse TRPC6 channel inhibition | HEK293-TRPC6, membrane potential dye, ACh-evoked depolarization; hits give low values | B-score at 10 µM | 1.1% of 310,000 active | AID 2553;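 active means B-score under library mean minus 3 SD, initial fluorescence not abnormally high, positive integrated signal ratio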;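 further: B-score derived from integrated fluorescence ratio over the kinetic read; more negative B-score means stronger inhibition of depolarization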
RGS4 block: human RGS4 inhibition. P49798. HEK293 M3R/RGS4 inducible, Fluo-4 calcium flux; hits give high values; triggered by carbachol at its EC20. B-score at 10 µM. 0.45% of 310,000 active;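 active means B-score, a plate-corrected calcium signal, over three deviations above library mean, with baseline fluorescence within five deviations of library mean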;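 further: RGS4 expression induced by doxycycline in cells with stable M3 receptor; B-score is computed from the integrated fluorescence ratio over baseline after carbachol; higher B-score means a larger calcium signal and so more RGS4 inhibition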
Target sequence (P49798 whole entry, looked up): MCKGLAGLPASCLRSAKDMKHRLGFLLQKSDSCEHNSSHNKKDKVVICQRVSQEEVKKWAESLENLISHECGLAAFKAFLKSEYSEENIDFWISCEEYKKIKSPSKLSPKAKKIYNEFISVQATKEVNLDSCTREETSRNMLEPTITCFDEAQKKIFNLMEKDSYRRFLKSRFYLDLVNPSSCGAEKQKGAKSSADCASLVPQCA
ANO1 activ: activates or potentiates the mouse TMEM16A chloride channel | Q8BHY3 | HEK293 TMEM16A/YFP-H148Q/I152L, iodide quench fluorescence; hits give low values | B-score at 10 µM | 0.3% of 340,000 active;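 active means fluorescence-ratio B-score plate-corrected deviation score at least 3 library SD below zero, with starting fluorescence score within 5 deviations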;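 further: channel opened by trigger with iodide after compound preincubation; score built on the fluorescence ratio of max minus min over baseline; more negative score means more quench and so TMEM16A activation or potentiation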
MrgX1 agonist: activates human MrgX1 receptor signaling | Q96LB2 | MrgX1-HEK293 cells, Fluo-4 calcium fluorescence, agonist mode; hits give high values | B-score at 10 µM | 0.44% of 310,000 active | AID 588627;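 active means calcium response B-score plate-corrected fluorescence ratio at least 3 library SD, with starting fluorescence B-score inside 5 SD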
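Material – MrgX1-expressing HEK293 cells · Input – 15,000 cells seeded per well · Dosing – compound as first of three additions · Times – overnight seeding, then 1 h dark dye loading · Measured by – kinetic Fluo-4 NW fluorescence of intracellular calcium · Read-out – B-scored fluorescence response ratio · Benchmarks – positive and negative control wells on each plate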
TMEM16A inh: inhibitors of mouse TMEM16A calcium-activated chloride channel; normalized B-score (activity score, 25-100; higher = stronger inhibition) at 10 µM; 1.2% of 310,000 active; AID 588511; HEK293 TMEM16A/YFP iodide influx fluorescence, ionomycin; Q8BHY3;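 active means ratio plate-corrected score three or more library SD toward inhibition, starting fluorescence score within five deviations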;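 further: score derived from kinetic fluorescence span divided by baseline fluorescence per well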
HDAC3 inhib: inhibitors of human histone deacetylase 3 | O15379 | recombinant HDAC3, fluorogenic peptide/trypsin coupled, fluorescence | inhibition, % at 8.3 µM | 0.15% of 320,000 active | AID 2718; in the data active means inhibition above about 26%, passing the limit was not always enough; inconclusive means no clear call, values can overlap the other calls
Starred values were filed as active, the others as inactive; i = inactive; ? = inconclusive; nt = not tested or not shown. Hits appear at their usual frequency; 6.7% or so of the library scored in one or more.

SMILES	SKKanGAS inh	TRPC6 activator	MrgX1 antag	RGS4 act	MrgX1 PAM	TRPC6 inh	RGS4 block	ANO1 activ	MrgX1 agonist	TMEM16A inh	HDAC3 inhib
CS(=O)(=O)N1CCN(c2ccccc2NC(=O)Cc2ccccc2)CC1	-6.8	i	i	i	i	i	i	i	i	i	3.0
CNC[C@H](Cc1ccccc1)NC[C@@H](Cc1cccc2ccccc12)NCCc1ccc(C)cc1	94.5*	i	i	-8.2*	i	i	i	i	i	100*	-2.9
CCOC(=O)c1c([N+](=O)[O-])c(C)[nH]c(=O)c1C#N	-1.5	i	i	i	i	i	i	i	i	i	1.4
COc1ccc(CCNC(=O)C2CCN(S(=O)(=O)c3ccc(SC)cc3)CC2)cc1	-2.7	i	i	i	i	i	i	i	i	i	-4.0
Cc1cc(C)cc(NC(=O)CCNC(=O)c2ccc([N+](=O)[O-])cc2)c1	0.9	i	i	i	i	i	i	i	i	i	-0.7
CC(=O)OCC1(C)CN(c2ccccc2)N(C(=O)c2ccc(C(C)(C)C)cc2)C1=O (stereo not drawn)	-3.4	i	nt	i	nt	i	i	i	nt	nt	nt
COC(=O)c1[nH]c2ccccc2c1NC(=O)CN1CCN(C(=O)c2ccco2)CC1	8.1	i	i	i	i	i	i	i	i	i	-1.0
CC(=O)c1c(C)cc(C)c(CSc2ccccn2)c1C	3.8	i	i	i	i	i	i	i	i	i	0.0
COc1ccc(OCC(=O)Nc2ccc3c(c2)nc(CCN2CCCC2)n3C)cc1	0.6	i	i	i	i	i	i	i	i	i	-0.4
O=C(CCSc1nnc(-c2ccncc2)o1)Nc1cccc(Cl)c1	-3.9	i	i	i	i	i	i	i	i	i	1.5
O=C(NC1CCCCC1)N1CCN(Cc2ccco2)CC1	-8.6	i	i	i	i	i	i	i	i	i	-2.3
OCCC1CN(C2CCSCC2)CCN1C1CCCC1 (stereo not drawn)	-4.4	i	i	i	i	i	i	i	i	i	nt
Cc1cccc(NC(=O)CCN2C(=O)c3cccc([N+](=O)[O-])c3C2=O)c1	8.8	i	i	i	i	i	i	i	i	i	-7.4
CNC(=O)N1c2ccccc2NC(=O)CC1C (stereo not drawn)	-4.9	i	i	i	i	i	i	i	i	i	-2.5
Cc1csc(NC(=O)CSc2ccc([N+](=O)[O-])cn2)n1	13.2	i	i	i	i	i	i	i	i	i	7.7
Cc1cc(C(=O)N/N=C/c2ccc(-c3ccc([N+](=O)[O-])cc3C)o2)n[nH]1	4.0	i	i	i	i	i	i	i	i	i	3.8
O=c1cnnc(N/N=C/C2CC=CCC2)[nH]1 (stereo not drawn)	-3.2	i	i	i	i	i	i	i	i	i	5.9
Cc1cccc(C(=O)OCC(=O)NCCCc2ccccc2)c1	0.9	i	i	i	i	i	i	i	i	i	-5.4
CCCn1c(SCC(=O)Nc2nc3ccccc3s2)nc2c1c(=O)n(C)c(=O)n2C	12.2	i	i	i	i	i	i	i	i	i	8.3
Cc1cc(C)n2nc(C(=O)OCCOc3cccc(Br)c3)nc2n1	-3.0	i	i	i	i	i	i	i	i	i	-1.0
CCCCSc1nc2c(cnn2-c2ccc(C)c(C)c2)c(=O)[nH]1	8.4	i	i	i	i	i	i	i	i	i	-0.3
COc1ccc(CC(=O)n2[nH]c(=O)ccc2=O)cc1OC	-4.3	i	i	i	i	i	i	i	i	i	-22.7
Cn1c(=O)n(CCc2ccccc2)c(=O)c2c1nc1n2CCN1Cc1ccco1	7.2	i	i	i	i	i	i	i	i	i	-0.3
Cc1ccc(OCCCSc2ncccn2)cc1C	-9.8	i	i	i	i	i	i	i	i	i	5.8
CCOC(=O)c1sc(NC(=O)C2CC=CCC2C(=O)O)nc1C (stereo not drawn)	-0.9	i	i	i	i	i	i	i	i	i	-3.5
CCCOc1ccc2oc(=O)c3c(c2c1)CCCN3C(=O)CN(C)Cc1ccccc1	-1.7	i	i	i	i	i	i	i	i	i	0.0
Cc1oc2c(c(C)cc3oc(=O)c(CC(=O)NCC(=O)NCC(=O)O)c(C)c32)c1C	-1.3	i	i	i	i	i	i	i	i	i	2.9
Cc1ccc(C(=O)COC(=O)c2cnccn2)cc1C	0.8	i	i	i	i	i	i	nt	i	i	nt
CC1CCN(c2cc(N3CCOCC3)c([N+](=O)[O-])cc2F)CC1	0.6	i	i	i	i	i	i	i	i	i	10.8
CC(C)(C)C(=O)C1=C(O)C(=O)N(c2ccccc2)C1c1ccccc1 (stereo not drawn)	2.7	i	i	i	i	i	i	i	i	i	2.7
Cc1ccc(C)c(SCC(=O)OC/C(O)=C(\C#N)c2nc3ccccc3[nH]2)c1	22.9	i	nt	i	nt	i	i	i	nt	nt	nt
Cn1ncc(Cl)c1C(=O)N1CCc2ccccc21	6.0	i	i	i	i	i	i	i	i	i	-5.0
NNC(=O)c1ccc(Cn2cccn2)o1	1.4	i	i	i	i	i	i	i	i	i	2.6
COc1cccc(OC)c1CC1SC(=O)NC1=O (stereo not drawn)	2.3	i	i	i	i	i	i	i	i	i	?
Cc1[nH]n(-c2ccccc2)c(=O)c1C(c1ccccc1C(=O)O)c1c(C)[nH]n(-c2ccccc2)c1=O	-1.4	i	i	i	i	i	i	i	i	i	-0.2
CCN1CCN(c2ccc(N=Cc3ccc(O)cc3O)cc2)CC1	-2.2	i	i	i	i	i	i	i	i	i	11.7
Cc1nn(Cc2ccc(C(=O)Nc3nccs3)cc2)c(C)c1Cl	1.7	i	i	i	i	i	i	i	i	i	10.0
O=C(COC(=O)CSc1nnc(-c2ccc(Cl)cc2)o1)NCc1ccc2c(c1)OCO2	-5.8	i	i	i	i	i	i	i	i	i	7.6
CCc1ccc(NC(=O)C(=O)NCC2CCCO2)cc1 (stereo not drawn)	3.0	i	i	i	i	i	i	i	i	i	3.1
Cc1ccccc1Nc1nnc(SCC(=O)Nc2ccccc2[N+](=O)[O-])s1	8.8	i	i	i	i	i	i	i	i	i	3.7
CCOC(=O)NC1(C(F)(F)F)C(=O)N(Cc2ccccc2)C2=C1C(=O)CC(C)(C)C2 (stereo not drawn)	5.3	i	i	i	i	i	i	i	i	i	2.2
CCOc1ccccc1C(=O)NC1CCN(Cc2nnnn2C2CCCC2)CC1	-10.4	i	nt	i	nt	i	i	i	nt	nt	nt
COC(=O)c1cc(OC)nc2c1c(=O)n(C)c(=O)n2C	14.1	i	i	i	i	i	i	i	i	i	-48.9
Cc1cc(C)n2nc(CC(=O)NNC(=O)c3ccc(N(C)C)cc3)nc2n1	-10.7	i	i	i	i	i	i	i	i	i	-4.5
CCOc1ncccc1C(=O)NCc1ccccc1Cl	7.2	i	i	i	i	i	i	i	i	i	2.3
COc1ccc(NC(=O)CCNC(=O)Cn2ccc3ccccc3c2=O)cc1Cl	5.3	i	i	i	i	i	i	i	i	i	10.2
COc1ccc(C(=O)CSc2ncn[nH]2)cc1OC	-2.7	i	i	i	i	i	i	i	i	i	10.5
Cc1ccc(NC(=S)N(CCCN2CCOCC2)Cc2cccs2)c(C)c1	3.7	i	i	i	i	i	i	i	i	i	nt
Cc1ccc(C2N3CC4([N+](=O)[O-])CN2CC([N+](=O)[O-])(C3)C4(C)C)cc1 (stereo not drawn)	0.8	i	i	i	i	i	i	i	i	i	-6.6
COc1cc(C)nc(Oc2ccc(OCCOc3ccccc3)nn2)n1	-13.6	i	i	i	i	i	i	i	i	i	-3.8
Cc1nnc(SC(C)C(=O)Nc2ccc3ccccc3c2)[nH]c1=O (stereo not drawn)	9.2	i	i	i	i	i	i	i	i	i	0.8
Nc1cc(OC(=O)c2ccccc2Br)nn1S(=O)(=O)c1ccccc1	-5.2	i	i	i	7.83*	i	i	i	i	i	12.3
COc1ccc2[nH]cc(CCNS(=O)(=O)c3ccccc3)c2c1	0.8	i	i	i	i	i	i	i	i	i	2.1
CCc1ccc(OCCNC(=O)c2ccccc2SCc2ccccc2)cc1	32.6	i	i	-11.3*	i	i	i	i	i	i	19.2
Cn1nc(C(F)(F)F)c(-c2ccc(F)cc2)c1NC(=O)Nc1ccc(F)cc1	9.5	i	-5.36*	i	i	i	i	i	i	i	13.4
O=C(NC1CCCCC1)NC1(C(=O)N2CCN3CCCC3C2)CCCCC1 (stereo not drawn)	0.9	i	i	i	i	i	i	i	i	i	1.3
COCCCNC(=O)Cn1nnc(-c2ccccc2NC(=O)c2ccccc2F)n1	1.5	i	i	i	i	i	i	i	i	i	-0.8
O=C(NCc1cccs1)C1CCN(S(=O)(=O)c2ccc3c(c2)OCCO3)CC1	-7.6	i	i	i	i	i	i	i	i	i	1.1
CCOc1ccc(NC(=O)CN(C)C(=O)CSC(C)C(=O)Nc2cc(C)on2)cc1OCC (stereo not drawn)	-5.5	i	i	i	i	i	i	i	i	i	-7.7
CC1=C(C(=O)OC(C)C)C(c2cccs2)C(C(=O)OC(C)C)=C(C)N1	-12.1	i	i	i	i	i	i	i	i	i	29.3*
Next results.
SMILES	SKKanGAS inh	TRPC6 activator	MrgX1 antag	RGS4 act	MrgX1 PAM	TRPC6 inh	RGS4 block	ANO1 activ	MrgX1 agonist	TMEM16A inh	HDAC3 inhib
O=C(Oc1ccc(/C=N/O)cc1)c1ccccc1	6.3	i	i	i	i	i	i	i	i	i	8.9
COc1ccccc1NC(=O)CN1CCC(n2c(C)nc3cc(F)ccc32)CC1	0.8	i	i	i	i	i	i	i	i	i	-2.0
CCCCn1c(N)c(N(CCOC)C(=O)c2cccc(S(=O)(=O)N(C)c3ccc(C)cc3)c2)c(=O)[nH]c1=O	-10.9	i	i	i	i	i	i	i	i	i	-1.3
COc1ccc(C(O)c2ncc(C(F)(F)F)cc2Cl)cc1 (stereo not drawn)	1.3	i	i	i	i	i	i	i	i	i	3.0
Nc1cc(=O)[nH]c(SCC(=O)N2N=C(c3ccc4ccccc4c3)CC2c2ccccc2)n1 (stereo not drawn)	18.0	i	i	i	i	i	i	i	i	i	-4.1
S=C(NCCN1CCCCC1)Nc1ccccc1	-2.3	i	i	i	i	i	i	i	i	i	12.6
COC(=O)c1sccc1NC(=O)c1ccc(C(C)C)cc1	3.0	i	i	i	i	i	i	i	i	i	6.5
Cc1ccnc(NS(=O)(=O)c2ccc(NC(=O)C3CC3)cc2)n1	-4.1	i	i	i	i	i	i	i	i	i	9.2
CSCCC(NC(=O)COc1ccccc1)C(=O)NCc1cccs1 (stereo not drawn)	-5.8	i	i	i	i	i	i	i	i	i	-5.6
CCC(C)NC(=O)Cn1c(COc2ccc(Cl)cc2Cl)nc2ccccc21 (stereo not drawn)	-0.5	i	i	i	i	i	i	i	i	i	8.4
